UPR XBP1 act: activators of adaptive XBP1 UPR arm, primary screen, cell-based, CHO-XBP1 luciferase reporter, luminescence, uHTS | IRE1-XBP1 UPR activation; percent of tunicamycin response, DMSO as zero | activation, % at 20 µM | hit rate 0.33% among 330,000 | AID 463104, 2010;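 active = versus positive control, 20 µM dose yields 30% or more activation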;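 note: 100% = tunicamycin at 10 µg/mL and 0% = DMSO only wells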
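incubation = overnight seeding at 37 °C, 6 h compound treatment at 37 °C | assay system = CHO-XBP1 cells stably carrying IRE1-XBP1-driven luciferase reporter | input = 1000 cells per well | detection = luciferase luminescence | dosing = single point, 20 µM final compound, 1% DMSO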
CXCR6 inh: CXCR6 receptor inhibitors, primary screen, cell-based, beta-arrestin, luminescence, CHO-K1 PathHunter, 1536-well | C-X-C chemokine receptor type 6 (Homo sapiens), O00574 | inhibition, % at 20 µM | hit rate 0.36% among 360,000 | AID 602244, 2012; in the data active = inhibition above about 34%, passing the limit was not always enough;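 note: antagonist mode with CXCL16 agonist at 10 nM final; 0% = 10 nM CXCL16 with DMSO and 100% = unstimulated wells without agonist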
Mdm2-MdmX inh: inhibitors of human Mdm2-MdmX association, primary screen, cell-based, luminescence, split luciferase, SaOS-2, uHTS | hit rate 3% among 330,000 | SaOS-2 split-luciferase Mdm2/MdmX complementation | inhibition, % at 8 µM;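 active = inhibition of at least 50% at 8 µM in the primary screen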
APJ antag: antagonists of human apelin receptor APJ, primary screen, CHO-K1 cells, beta-arrestin complementation, luminescence. hit rate 0.32% among 330,000. P35414. AID 2521, 2010. inhibition, % at 20 µM;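 active = inhibition above about 40% at 20 µM, limit read from the data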;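 note: cells challenged with 10 nM apelin-13 agonist together with compound; plate controls were apelin-13 plus DMSO wells for no effect and DMSO wells lacking apelin-13 for full effect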
CCR6 antagonist: CCR6 receptor antagonists, primary screen, cell-based, CHO-K1, luminescence, beta-arrestin, uHTS. AID 493098, 2011. inhibition, % at 20 µM. hit rate 0.49% among 340,000. CHO-K1 CCR6 PathHunter beta-arrestin, CCL20-stimulated. C-C chemokine receptor type 6 (Homo sapiens), P51684;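 active = compounds whose inhibition of the agonist-driven luminescence signal at 20 µM reaches about 50%, limit read from the data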;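 note: cells stimulated with CCL20 at 14 nM final; plate controls were DMSO with CCL20 for no effect and DMSO without agonist for full effect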
tim23-1 inh: growth inhibitors of tim23-1 mutant yeast, primary screen, luminescence, uHTS; S. cerevisiae tim23-1 growth, BacTiter-Glo luminescence, 24 h; inhibition, % at 20 µM; hit rate 1.3% among 330,000; AID 463212, 2010;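 active = growth inhibition of the mutant yeast at or above 50%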;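 note: temperature-sensitive mutant grown at 25 °C; plate controls were DMSO-treated mutant yeast for no effect and medium wells lacking yeast for full effect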
EBI2 antag: EBI2 receptor antagonists, beta-arrestin recruitment, primary screen, cell-based, luminescence, 7a,25-OHC stimulation, uHTS. G-protein coupled receptor 183 (Homo sapiens), P32249. 7a,25-OHC stimulated. inhibition, % at 5 µM. hit rate 0.81% among 360,000; in the data active = inhibition above about 38%;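 note: enzyme fragment complementation signal reports receptor beta-arrestin coupling in cells; 0% = agonist plus DMSO wells and 100% = wells without agonist; some results beyond the cut were filed as inactive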
Target sequence (P32249 whole entry, looked up, the tested form may be a part): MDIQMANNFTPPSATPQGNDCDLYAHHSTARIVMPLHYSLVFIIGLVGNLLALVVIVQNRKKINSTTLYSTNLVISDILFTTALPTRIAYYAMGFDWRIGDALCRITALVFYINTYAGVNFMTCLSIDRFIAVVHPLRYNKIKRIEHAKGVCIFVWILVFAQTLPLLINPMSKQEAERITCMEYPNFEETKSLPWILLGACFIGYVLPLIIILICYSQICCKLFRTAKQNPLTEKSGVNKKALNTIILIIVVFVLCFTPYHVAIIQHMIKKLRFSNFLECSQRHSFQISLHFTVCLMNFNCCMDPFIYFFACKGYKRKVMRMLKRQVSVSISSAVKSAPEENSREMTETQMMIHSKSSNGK
APJ ag: agonists of human apelin receptor APJ, primary screen, CHO-K1 cells, PathHunter beta-arrestin, luminescence; P35414; activation, % at 20 µM; hit rate 0.11% among 330,000; 0% DMSO wells, 100% apelin; AID 2520, 2010;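 active = activation more than six SD over the plate average, tested at 20 µM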;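 note: 0% = DMSO alone and 100% = apelin-13 at 10 nM; some results filed as inactive read as strong as hits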
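Incubation: overnight seeding, 90 min compound at 25 °C, 1 h detection; test system: PathHunter CHO-K1 APJ (AGTRL-1) beta-arrestin reporter cells; amount: 1000 cells/well; doses: one dose, 20 µM compound, 1% DMSO; measured by: beta-gal luminescence; measure: agonist-driven arrestin binding to APJ; benchmarks: negative DMSO alone, positive Apelin-13 at 10 nM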
UPR CHOP act: activators of apoptotic CHOP UPR arm, primary screen, cell-based, CHO-CHOP luciferase reporter, luminescence, uHTS | UPR activation; percent of tunicamycin response over DMSO baseline | activation, % at 10 µM | hit rate 0.34% among 330,000;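 active = at 10 µM dose, activation of 40% or more, normalized to positive control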;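 note: 100% = tunicamycin at 10 µg/mL and 0% = DMSO alone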
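Assay system: CHO cells with stable CHOP pathway luciferase reporter; Buffer or medium: F12 plus 10% serum; Times: 16-18 h cell attachment, then 6 h compound exposure, 37 °C; Signal: luciferase luminescence; Read-out basis: percent activation relative to tunicamycin control; Control set: tunicamycin high control, DMSO low control.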
* = called active by the depositor. These rows are one share of the data, so the mix of outcomes need not match the whole.

cpd | Compound | APJ ag | Mdm2-MdmX inh | EBI2 antag | UPR CHOP act | tim23-1 inh
1 | COc1ccc(N2CCN(C(=O)CCNS(=O)(=O)c3ccc4c(c3)CCC(=O)N4)CC2)cc1 | -1.2 | -4.4 | 14.8 | 0.0 | 8.6
2 | COc1ccc(N2CCN(C(=O)CNC(=O)c3ccc4ccccc4c3)CC2)cc1 | -3.3 | 22.6 | 4.8 | 0.3 | 1.9
3 | CCC(=O)C1CCCN(C(=O)c2ccc(OC3CCN(C(=O)c4cccnc4)CC3)cc2)C1 (stereo unspecified) | -1.5 | 4.8 | 3.2 | -1.0 | 9.2
4 | O=C1c2ccccc2CCc2ccc(Br)cc21 | -4.6 | 12.0 | -4.7 | 0.0 | 16.4
5 | CCc1c(C)nc2ncnn2c1Nc1ccc(C(C)=O)cc1 | -3.4 | -62.8 | -10.4 | 2.6 | -2.0
6 | CCN(CC)S(=O)(=O)c1cccc(-c2nnc(SC(C)C(N)=O)n2CCc2ccccc2)c1 (stereo unspecified) | -0.6 | 12.3 | 6.1 | -1.7 | -4.2
7 | O=C(C[n+]1cc(-c2ccc(F)cc2)n2c1CCC2)N1c2ccccc2Sc2ccccc21 | -2.1 | -32.5 | 6.7 | 2.8 | -0.8

cpd | CCR6 antagonist | UPR XBP1 act | APJ antag | CXCR6 inh
1 | -3.6 | 1.5 | -8.4 | -3.3
2 | -5.3 | 1.0 | -0.1 | 2.8
3 | -4.0 | 2.8 | 18.5 | -3.7
4 | 14.9 | 0.4 | 6.3 | 1.1
5 | 1.4 | 4.3 | -6.1 | -0.9
6 | 5.0 | -1.0 | 9.6 | 3.3
7 | -0.6 | 0.0 | 2.0 | -0.7

Ordered by the number under EBI2 antag (falling): three from the list above
entry	canonical_smiles	EBI2 antag
1	COc1ccc(N2CCN(C(=O)CCNS(=O)(=O)c3ccc4c(c3)CCC(=O)N4)CC2)cc1	14.8
7	O=C(C[n+]1cc(-c2ccc(F)cc2)n2c1CCC2)N1c2ccccc2Sc2ccccc21	6.7
5	CCc1c(C)nc2ncnn2c1Nc1ccc(C(C)=O)cc1	-10.4

Among those listed so far, 3 have four or more nitrogen atoms:
cpd | Compound | APJ ag | Mdm2-MdmX inh | EBI2 antag | UPR CHOP act | tim23-1 inh
1 | COc1ccc(N2CCN(C(=O)CCNS(=O)(=O)c3ccc4c(c3)CCC(=O)N4)CC2)cc1 | -1.2 | -4.4 | 14.8 | 0.0 | 8.6
5 | CCc1c(C)nc2ncnn2c1Nc1ccc(C(C)=O)cc1 | -3.4 | -62.8 | -10.4 | 2.6 | -2.0
6 | CCN(CC)S(=O)(=O)c1cccc(-c2nnc(SC(C)C(N)=O)n2CCc2ccccc2)c1 (stereo unspecified) | -0.6 | 12.3 | 6.1 | -1.7 | -4.2

cpd | CCR6 antagonist | UPR XBP1 act | APJ antag | CXCR6 inh
1 | -3.6 | 1.5 | -8.4 | -3.3
5 | 1.4 | 4.3 | -6.1 | -0.9
6 | 5.0 | -1.0 | 9.6 | 3.3

Single values from the entries so far:
entry 4 in tim23-1 inh: 16.4
entry 2 in CXCR6 inh: 2.8

Screening results from PubChem.
